Bioassay records as filed in PubChem BioAssay.
GAA850 FXN act: increases GAA850 frataxin promoter reporter activity; activation, % at 6 µM; HEK293 lucGAA850 FXN promoter luciferase reporter, 24 h; percent of 10 µM SAHA response; 360,000 compounds, 0.56% hits; AID 540364;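 active = activation above the average of all compounds screened plus 3 SD, cutoff fixed separately per campaign, cut at about 7.5% in these data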;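 also: 0% = DMSO wells and 100% = 10 µM SAHA wells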
NPR1 activator: GC-A (human) enzyme activation; P16066; HEK293 GC-A cells, cGMP TR-FRET, EC30 ANP; 0% at EC30 ANP, 100% saturating ANP; activation, % at 10 µM; 370,000 compounds, 0.14% hits; AID 1671463; in the data active = activation above about 40%
proKLK7 act: activators of human kallikrein-7 zymogen. 370,000 compounds, 0.9% hits. P49862. AID 652039. purified proKLK7, EDANS-DABCYL substrate fluorescence; 100% is mature enzyme control, 0% vehicle. activation, % at 7 µM;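 active = activation above the mean of all tested compounds plus 3 SD, computed per campaign excluding outliers beyond control limits, cut at about 13% in these data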
ASAP1 inh: ASAP1 ArfGAP inhibition. Q9ULH1. ASAP1-stimulated ARF1 GTP hydrolysis, GDP FP detection. inhibition, % at 16.5 µM. 360,000 compounds, 0.19% hits. AID 624377; in the data active = inhibition above about 25%;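 also: 0% = vehicle with enzyme and substrate and 100% = no enzyme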
ADAM10 inh: ADAM10 inhibition, QFRET primary screen | inhibition, % at 7 µM | 370,000 compounds, 0.62% hits | recombinant ADAM10, EDANS/DABCYL FRET peptide cleavage, 3 h | O14672;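 active = inhibition above a per-campaign cutoff equal to the mean of compounds falling between control-based bounds plus 3 SD, cut at about 20% in these data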;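 also: 0% = DMSO wells while the 100% control is not disclosed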
HGIII-sPLA2 inh: Blocks human group III sPLA2 activity | Q9NZ20 | QFRET BODIPY PC-A2 liposome hydrolysis, fluorescence | inhibition, % at 12.2 µM | 370,000 compounds, 0.56% hits;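 active = inhibition above mean plus 3 SD of compounds lying within the high and low control bounds, cut at about 19% in these data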;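 also: 0% = median of test compound wells and 100% = no enzyme DMSO wells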
DDE Tn6 FP inh: inhibitors of Tn6 peptide binding to human fibrin DD(E). 370,000 compounds, 0.21% hits. P02675. Fibrin DD(E) TRITC-Tn6 fluorescence polarization displacement. inhibition, % at 8.3 µM;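 active = inhibition above a per-campaign cutoff: mean of compounds within control limits plus 3 SD, cut at about 15% in these data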;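 also: 0% = median of all compound wells on the plate and 100% = blocking peptide control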
rCAG binder: binds r(CAG) RNA repeats; AID 651821; inhibition, % at 3 µM; 370,000 compounds, 1.3% hits; r(CAG) RNA repeat, TO-PRO-1 dye displacement fluorescence;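 active = inhibition above the plate cutoff, the mean of all test compounds on that plate plus 3 SD, cut at about 35% in these data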;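 also: 0% = DMSO alone and 100% = 100 µM mitoxantrone as full dye displacement; higher means more dye released from RNA so lower well fluorescence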
NPR2 activator: GC-B (human) receptor activation; HEK293-GC-B cells, CNP EC30, cGMP TR-FRET; 0% at EC30 CNP, 100% saturating CNP; activation, % at 10 µM; 370,000 compounds, 0.11% hits; AID 1920062;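 active = activation at 10 µM reaching about 35% in either raw or pattern-adjusted values, limit read from the data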
ARFGAP1 inh: inhibitors of rat ARFGAP1 | Arfgap1-stimulated ARF1 GTP hydrolysis, GDP FP detection | Q62848 | inhibition, % at 16.5 µM | 360,000 compounds, 0.26% hits;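 active = inhibition above a per-plate limit, mean inhibition of low control wells plus 3 SD, cut at about 25% in these data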;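 also: 0% = DMSO wells with enzyme and 100% = wells lacking Arfgap1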
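Assay system: purified rat His6-Arfgap1 residues 1-136 (GAP domain); Reagent: human Δ17 ARF1 bound to GTP; Dosing: 16.5 µM single point, 1.26% DMSO; Times: GTP hydrolysis reaction 2 h at 25 °C; Signal: FP, GDP Alexa 633 tracer displaced from anti-GDP antibody, 620/688 nm; Measure: % inhibition from polarization.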
Numbers without * were called inactive; / = not tested or not shown; & = joins results of further samples. Hits appear at their usual frequency; 4.5% or so of the library scored in one or more.

SMILES	GAA850 FXN act	NPR1 activator	proKLK7 act	ASAP1 inh	ADAM10 inh	HGIII-sPLA2 inh	DDE Tn6 FP inh	rCAG binder	NPR2 activator	ARFGAP1 inh
Cc1ccnc(NS(=O)(=O)c2ccc(NC(=O)c3ccc(S(=O)(=O)N4CC(C)OC(C)C4)cc3)cc2)n1 (configuration not stated)	0.8	-2	0.4	9	-1	-15	1	26	3	-8
C=CCn1c(-c2ccoc2C)n[nH]c1=S	-1.0	3	0.2	-19	3	-3	4	3	6	-15
CCCCn1c(=O)[nH]c(=O)c2c1nc(-c1ccsc1)n2Cc1ccccc1	1.8	4	-0.2	-6	4	-3	-3	1	2	-11
COc1ccc(C2(C)NC(=O)N(CC(=O)Nc3c(C)n(C)n(-c4ccccc4)c3=O)C2=O)cc1 (configuration not stated)	0.6	3	0.0	-13	-2	-7	-2	-3	-1	-7
O=C(NNc1ccc([N+](=O)[O-])cc1)C1CC2CCCC(C1)C2=O (configuration not stated)	-0.9	-3	0.6	8	7	-4	0	3	-5	-2
COC(=O)[C@H](C(C)C)N(Cc1cn(Cc2ccc(C)cc2)nn1)S(=O)(=O)c1ccc(F)cc1Br	/	-1	0.3	/	2	-3	-7	1	0	/
CCCCn1c(NCc2ccc(OC)cc2O)nc2ccccc21	-2.8	-9	-0.4	6	11	-21	5	4	-9	0
O=C(COC(=O)c1ccc2c(c1)S(=O)(=O)N=C1CCCCCN12)NCc1cccs1	-0.4	2	0.0	6	-10	19	-2	9	1	-6
CCC1SC2=NCCN2C1(O)c1ccc(Cl)cc1 (configuration not stated)	-1.1	-13	0.4	-7	4	-1	-4	2	-5	-9
O=C1CC2c3ccccc3C1C1C(=O)N(Cc3ccccc3)C(=O)C21 (configuration not stated)	0.4	-10	0.0	-4	-6	2	-3	-1	3	-11

Taken from above:
ADAM10 inh, CCCCn1c(NCc2ccc(OC)cc2O)nc2ccccc21 : 11
rCAG binder, O=C(COC(=O)c1ccc2c(c1)S(=O)(=O)N=C1CCCCCN12)NCc1cccs1 : 9

Continued:
SMILES	GAA850 FXN act	NPR1 activator	proKLK7 act	ASAP1 inh	ADAM10 inh	HGIII-sPLA2 inh	DDE Tn6 FP inh	rCAG binder	NPR2 activator	ARFGAP1 inh
COc1cc(O)c(C(CC(=O)N2CC(C)OC(C)C2)c2ccc3c(c2)OCO3)c(OC)c1 (configuration not stated)	/	-7	/	/	-5	-7	3	/	-12	/
CC1(c2nnc(-c3ccc(F)cc3)o2)CC(c2c(Cl)cccc2Cl)=NO1 (configuration not stated)	2.4	1	0.1	3	3	0	0	-1	0	-2
O=C(O)CSc1nnc(-c2cccc(S(=O)(=O)N3CCOCC3)c2)n1-c1ccc(F)cc1	0.6	-2	-0.5	3	-11	3	-1	4	-1	1
O=[N+]([O-])c1ccc(Cl)cc1N/N=C/c1ccncc1	3.0	-9	-0.5	-1	-2	20*	-8	-3	-9	5
Cc1ccc2[nH]c(=O)cc(C(=O)OCC(=O)c3ccccc3)c2c1	0.8	-3	-1.7	-7	-63	9	5	4	-3	13
COc1cccc(-c2cnc(C(O)c3ccc(Cl)cc3)[nH]2)c1 (configuration not stated)	2.1	-6	-0.6	-2	10	-8	7	5	4	-2
c1ccc(-c2cnc(CN3CCN(c4ccccc4)CC3)o2)cc1	0.7	6	-0.3	6	3	13	-1	-2	3	8
O=S(=O)(NCCc1ccccn1)c1cccs1	-1.2	-3	-0.6	-2	-2	0	-1	0	-1	8
CC(C)(C)C1=Nn2c(nnc2-c2n[nH]c3c2CCC3)SC1	-1.1	1	-0.1	5	-7	-1	9	-6	8	1
COc1ccc(NC(=O)/C(C#N)=C/c2ccc(Sc3nncn3C)c([N+](=O)[O-])c2)cc1	-1.6	21	0.3	-1	0	-11	-1	6	0	-2
Cc1ccc(S(=O)(=O)N2CCC(C(=O)NNC(=O)C3CC3)CC2)cc1Cl	0.7	0	0.7	2	4	0	-2	-1	5	8
CS(=O)(=O)c1ccc(OCCCN2CCC(C(O)(c3ccccc3)c3ccccc3)CC2)cc1	/	-20&-16	0.0&0.4	-12	-4&-13	-18&-29	-2&0	1&-1	-3&-26	4
COc1cccc(-c2nc(=S)c3c(o2)CCCC3)c1	4.3	-3	0.3	-6	3	0	2	0	1	7
O=C(COc1cnc2ccccc2n1)NCCC1=CCCCC1	-0.9	3	0.4	-1	-54	4	-4	2	3	-11
COc1ccc(N=Cc2nc(-c3ccco3)oc2O)cc1	-1.9	-3	0.0	-6	-4	1	2	-4	-9	1
CCCCNC(=S)Nc1ccc(OC)nc1	2.5	-3	0.3	-4	7	10	-7	-7	-1	-7
Cc1ccc(S(=O)(=O)NCCC(=O)N(C)Cc2cccs2)cc1	2.1	1	0.1	11	4	-3	-4	-1	3	14
CC(NCC(c1ccco1)N1CCCCC1)C(=O)NC1CCCC1 (configuration not stated)	-0.7	0	0.4	-2	-9	3	-3	-5	4	7
O=C(c1ccc(-c2ccccc2Cl)s1)N1CCOCC1	4.2	7	0.3	9	11	4	-1	4	1	-2
Cc1c(-c2ccco2)[n+](=O)c2c(n1[O-])CCCCC2	1.6	0	0.2	-10	-10	8	8	-1	2	2
Cc1ccc(-c2csc3nc4cc(C(N)=O)ccc4c(=O)n23)cc1	2.3	10	5.3	-3	-379	-10	1	10	5	1
NC(=O)CNC(=O)[C@@H]1CC2(CC(c3ccc(Cl)cc3)=NO2)CN1C(=O)c1ccc(Br)cc1 (some centres not stated)	-0.3	1	0.0	-14	-5	-10	-5	3	3	8
Cc1cn2c(=O)c(C(=O)N3CCN(c4ccccc4Cl)CC3)cnc2s1	1.2	3	-0.4	-5	0	3	1	-5	-2	-8
COc1ccc2cc(C(=O)N3CCN(Cc4ccc5c(c4)OCO5)CC3)[nH]c2c1	0.9	2	0.3	4	-26	-8	-4	-2	-2	13
COc1cccc(-c2cnc(C(O)c3cc(C)c(OC)c(C)c3)[nH]2)c1 (configuration not stated)	-1.3	0	0.2	-3	-11	-4	2	3	-1	5
O=C1CCCc2c1[nH]c1ccc(CN3CCCCC3)cc21	-0.6	5	6.6	-11	-143	4	-8	-1	8	8
O=C(NCc1ccc(N2CCCC2=O)cc1)C1CCC(=O)N(Cc2ccccc2F)C1 (configuration not stated)	2.7	2	-0.3	3	2	0	-5	-6	2	10
Cc1nn(-c2ccc(Cl)cc2Cl)c(=O)c2ccccc12	1.8	-2	0.2	-4	8	3	6	-4	1	-4
CC(=O)C1=C(c2ccccc2)NC(=O)NC1c1ccc2c(c1)OCO2 (configuration not stated)	0.0	-10	-0.6	-5	0	-1	0	0	-2	-2
COCc1c(C(=O)N2CCN(c3ccc(C(F)(F)F)cn3)CC2)oc2ccccc12	2.7	1	0.2	-6	2	-6	-2	-6	-2	0
CCc1ccccc1N1CSC2=C(C#N)C(c3cc(OC)c(OC)cc3OC)CC(=O)N2C1 (configuration not stated)	-2.1	-4	1.1	8	8	-4	-6	24	-4	-12
Cc1[nH]c2ccc(Br)cc2c(=O)c1CN1CCCCCC1	0.9	3	-2.1	-2	-6	1	9	13	-2	-1
Cc1ccc(C(=O)NC(=S)NCc2ccco2)cc1	2.8	7	0.1	16	-3	1	5	4	1	13
CCN(CC)CCNC(=O)CCCCCn1c(=O)[nH]c2cc(C(=O)OC)ccc2c1=O	-1.9	4	-6.7	11	-160	2	-1	-5	4	5
Cc1cc(C)nc(SCCN2CCOCC2)n1	-1.2	-1	-0.1	-47	-3	0	-8	1	-1	4
Cc1nc2sc(C(c3ccc(Cl)cc3)N3CCOCC3)c(O)n2n1 (configuration not stated)	1.9	0	-0.1	0	3	1	7	0	-3	11
Cc1ccccc1N1CCN(C(=O)C2CCCCC2)CC1	1.8	1	-0.5	-15	8	5	-5	-4	5	12
Cc1cccc(N=C2N=C(N)c3ccccc32)c1	0.2	2	0.7	0	-5	-2	-9	0	0	-7
COc1cc(CC(=O)OCC(=O)c2ccc(F)cc2)cc(OC)c1OC	-0.4	-1	0.0	4	-6	2	7	2	-1	-8
CC(C)N1C2OC(C3OC4C(O3)N(C(C)C)S(=O)(=O)N4C(C)C)OC2N(C(C)C)S1(=O)=O (configuration not stated)	-2.7	3	0.2	-15	-8	1	4	2	7	-4
Fc1ccc(CNc2ccc(CNc3ncn[nH]3)cc2)cc1	1.5	3	0.4	-5	-2	-6	-2	0	8	-2
CCCCc1c(O)nc2n(c1=O)CCS2	-2.4	3	0.9	9	-4	2	4	-1	2	-8
Cc1ccc(-c2nnc(COC(=O)c3cc(=O)[nH]c4ccccc34)o2)cc1	-1.1	-2	-1.5	12	-55	10	3	2	2	7
CCOc1ccc(Nc2nc(NCC(=O)O)nc(N)c2[N+](=O)[O-])cc1	-0.1	5	0.1	-5	6	-3	-3	5	-8	-1
OC(c1ccccc1)(c1ccccc1)C1CCN(CCCOc2ccc(Cl)cc2)CC1	/	-15&-12	/	/	-2&3	-15&-24	5&4	/	-18&-12	/
CCOC(=O)C1CN(S(=O)(=O)c2ccc(OC)cc2)c2cc(S(=O)(=O)CC)ccc2O1 (configuration not stated)	-1.2	1	0.3	-12	1	4	-10	-2	3	1
COc1ccccc1CCC[C@H](CCS(=O)(=O)C(C)C)CC1CCCCC1	/	0	0.3	/	-11	-1	0	4	-6	/
O=C1CNC(=S)N1c1nc(-c2ccccc2)cs1	3.3	-4	0.2	10	5	10	-10	8	-7	-2
O=C(COC(=O)c1cccc(N2C(=O)C3CC=CCC3C2=O)c1)c1ccccc1 (configuration not stated)	1.7	12	0.4	6	0	-18	-1	0	-1	-5
O=C(Nc1ccnn1C1CCN(CCCC2CCCC2)CC1)c1ccccc1	0.4	-1	0.1	3	-2	-14	-4	-8	-6	10
Additional results.
SMILES	GAA850 FXN act	NPR1 activator	proKLK7 act	ASAP1 inh	ADAM10 inh	HGIII-sPLA2 inh	DDE Tn6 FP inh	rCAG binder	NPR2 activator	ARFGAP1 inh
CCOC(=O)c1ccc(-c2ccc3c(c2)CCC3)nc1C	3.8	-10	0.3	8	-1	1	3	2	-6	3
O=C(CSc1nnc(-c2ccccc2)o1)NCC1CCCCC1	-0.2	3	0.3	1	6	-5	10	1	-6	-5
OCCNCCCCOc1ccccc1F	0.6	0	-0.6	-4	1	3	3	-4	4	-1
CC#C[C@]1(O)CC[C@H]2[C@@H]3CCC4=CC(=O)CCC4=C3[C@@H](c3ccc(N(C)C)cc3)C[C@@]21C	-4.2	-2	-0.5	-18	3	9	0	7	-3	-7
CCS(=O)(=O)c1ncc(Cl)c(C(=O)Nc2ccc(S(=O)(=O)N3CCCC(C)C3)cc2)n1 (configuration not stated)	-14	43*	0.7	10	-6	-2	3	2	41*	8
Cc1ccc(OCc2cc(C(=O)N3CCN(C4CCCC4)CC3)no2)cc1C	1.6	1	0.1	12	-1	-22	1	-11	1	-5
CCCCNC(=O)C1(C)CCCCN1C(=O)c1csnn1 (configuration not stated)	0.5	-2	-0.4	-1	8	-5	-3	1	0	-2
COc1ccc(C(C)(NC(C)=O)c2nc(-c3cccc4cccnc34)cs2)cc1 (configuration not stated)	0.7	1	-0.5	-8	-35	-9	12	4	2	2
